Compound activity: PubChem, Small Molecule Screening Facility, UW Madison
SSB-PriA inh: blocks PriA binding to SSB C-terminal tail | AlphaScreen SSBct-PriA binding, biotinylated peptide | 0.6% of 430,000 active | inhibition, % at 33 µM; in the data active means inhibition mostly above about 37%, no sharp cut-off; inactive means mostly below about 20%;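 further: plate controls were negative control peptide for no effect and reference peptide for full effect; strong numbers were not always called active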
An asterisk follows results filed as active; & = joins results of further samples. The list is partial (hit frequency here may not be typical).

SMILES,SSB-PriA inh
CCOc1ccc(Cc2nnc(SCC(=O)c3ccc4c(c3)OCCO4)n2-c2ccc(OC)cc2)cc1,-13.0&30.0
COc1ccc(C=NNc2nnc(Cc3ccc(OC)c(OC)c3)c(=O)[nH]2)cc1OC,-11.1
COC(=O)c1ccc(NC(=O)C(=O)NCC(c2ccc3c(c2)CCO3)N(C)C)cc1 (stereo not drawn),2.0
CCOC(=O)c1c(SCC(=O)NC2CCCC2)nc(=O)[nH]c1C,-19.0
Cc1cccc(C=Nn2c(-c3ccncc3)n[nH]c2=S)c1,3.6
Cc1ccc(OC2CCN(C(=O)c3ccc(=O)n(C)n3)CC2)nn1,-9.0
Cc1nnc(NC(=O)Cn2nc(-n3ccc4ccccc43)ccc2=O)s1,-10.0
COC(=O)CS[C@H]1CCN(C(=O)c2cnn(-c3ccccc3)n2)C1,-5.0

Taken from the results shown (2 entries):
SMILES,SSB-PriA inh
Cc1nnc(NC(=O)Cn2nc(-n3ccc4ccccc43)ccc2=O)s1,-10.0
COC(=O)CS[C@H]1CCN(C(=O)c2cnn(-c3ccccc3)n2)C1,-5.0

More compounds
SMILES,SSB-PriA inh
CS(=O)(=O)NC1CCCC(OC(=O)Nc2ccc(F)cc2)C1 (stereo not drawn),-2.0
COc1ccccc1-c1nnc(SCC(=O)Nc2nccs2)n1N,4.0
CC(=NNS(=O)(=O)c1ccccc1)c1ccc2c(c1)OCO2,-5.3
O=C(CN1CCC(c2nnc(C(F)(F)F)o2)CC1)Nc1ccc2c(c1)OCCO2,-10.0
COc1cc(CS(=O)(=O)c2nc3ccccc3n2CCN2CCCC2)cc(OC)c1,-12.0
O=C(NCc1nn(C2CCCC2)c(=O)c2ccccc12)Nc1ccccc1C(F)(F)F,-8.0
CC(C)(C)OC(=O)N1CCCC1C(=O)Nc1cnn(C2CCOC2)c1 (stereo not drawn),-19.0
CCc1cccc2sc(NC(=O)c3ccc(C(=O)OC)cc3)nc12,-12.0

Grouped by structure, the compounds so far with a CF3 group
SMILES,SSB-PriA inh
O=C(CN1CCC(c2nnc(C(F)(F)F)o2)CC1)Nc1ccc2c(c1)OCCO2,-10.0
O=C(NCc1nn(C2CCCC2)c(=O)c2ccccc12)Nc1ccccc1C(F)(F)F,-8.0

(more compounds)
SMILES,SSB-PriA inh
COc1ccc(C(=O)NCC(=O)NN=Cc2c(C)[nH]c3ccccc23)cc1,8.0
CSc1ccccc1CN1CCC(CNC(=O)c2cc(-c3ccc(F)cc3)nn2C)CC1,5.0
Cn1cnc(S(=O)(=O)NCCNC(=O)Nc2ccc(C(C)(C)C)cc2)c1,-18.0
Cc1cccc(-n2ncc3c(=O)n4c(nc32)SCC4CC(=O)NCC2CCCO2)c1 (stereo not drawn),8.0
COc1cc(/C=N\NC(=O)c2cccc([N+](=O)[O-])c2)ccc1O,5.0
Cc1nc(C(=O)Nc2nc(-c3ccccn3)cs2)nn1-c1ccc(F)cc1,90.4*
Cc1ccc(-c2csc3nc(SCC(=O)Nc4ccc(C(C)(C)C)cc4)n(-c4ccccc4)c(=O)c23)o1,-1.0
CCOC(=O)C=c1sc(=Cc2ccc3cc(OC)ccc3c2)c(=O)n1CC(=O)NCc1ccc2c(c1)OCO2,-11.8

SMILES,SSB-PriA inh
Cc1cc(-c2nnc(NC(=O)c3ccccc3)o2)n(C)n1,2.0
CC(CC(=O)NC12CC3CC(CC(C3)C1)C2)=NNC(=O)c1ccc(C)cc1,-5.4
Cc1nc(NCc2ccccc2)sc1C(=O)NCc1ccccc1Cl,1.0
O=S(=O)(CCCOc1ccc(F)cc1)NCC1CCCO1 (stereo not drawn),-3.0
Cc1cccc(-n2nnc(C(=O)Nc3ccc(N4CCOCC4)cc3)c2C)c1,3.0
CN(C1CCCCC1)S(=O)(=O)c1ccc(C(=O)Nc2nnc(-c3cccnc3)o2)cc1,-11.0
O=C(NCCNC(=O)c1cccc2ccccc12)c1ccc(NC(=O)C2CC2)cc1,-19.0
O=C(NCc1ccccn1)C(=O)NCC(c1ccc2c(c1)OCO2)N1CCOCC1 (stereo not drawn),-30.0

SMILES,SSB-PriA inh
O=C(CSc1cn(Cc2ccc(Br)cc2)c2ccccc12)Nc1cc(C(F)(F)F)ccc1Cl,-1.0
COC(=O)N1CCc2ccc(NC(=O)c3cn(C)nn3)cc2C1,-9.0
O=C(Cc1ccccc1Cl)N1CCN(C(=O)C2CC2c2ccccc2)CC1 (stereo not drawn),1.0
CCS(=O)(=O)c1ccc(-c2nnc(NC(=O)c3cc(C)oc3C)o2)cc1,-16.0&0.0
NC(=NOC(=O)Cc1ccc([N+](=O)[O-])cc1)c1ccccn1,41.8*
C=CCSC(=Nn1cnc2ccccc2c1=O)N(CC)CC,-21.6
O=C(CSc1ccc([N+](=O)[O-])cc1[N+](=O)[O-])NC1CCS(=O)(=O)C1 (stereo not drawn),-2.0
Cc1ccc(N2CCCS2(=O)=O)cc1NC(=O)C(=O)NCc1cccs1,1.0

SMILES,SSB-PriA inh
CCCC(=O)NCCc1ccc2c(c1)CCCN2CCC,28.0
COc1ccc(S(=O)(=O)NCC(c2ccc3c(c2)CCCN3C)N2CCN(C)CC2)cc1C (stereo not drawn),37.0
COc1ccc(Cl)c2sc(N3CCN(C(=O)COc4ccccc4)CC3)nc12,-2.0
O=C(CCCc1ccccc1)NCCNC(=O)c1ccc(NC(=O)C2CC2)cc1,-14.0
CC1=C(C(=O)Nc2ccccc2F)C(c2ccco2)C(C#N)=C(SCC(=O)NC(C)(C)C)N1 (stereo not drawn),-3.0
Nc1nc(SCC(=O)NCc2ccccc2Cl)[nH]c(=O)c1NC(=O)c1ccc(F)cc1,2.0
NC12CN3CN(CN(C3)C1)C2,1.2
CN1CCN(c2cc(NC(=O)Cc3cccc4ccccc34)ncn2)CC1,-5.0

SMILES,SSB-PriA inh
O=C(C1c2ccccc2Oc2ccccc21)N1CCN(c2ccc(-c3ccncc3)nn2)CC1,-6.0
Cc1nn(-c2ccccc2)c2sc(C(=O)Nc3ccc(F)c(Cl)c3)cc12,-4.0
CN(C)C[C@H]1CSCCCN1C(=O)CSCc1ccccc1,-9.0
O=C(NN=Cc1ccc([N+](=O)[O-])cc1)c1[nH]ncc1Br,-3.0
CN(C)Cc1c(C(=O)NN=Cc2cccnc2)nnn1-c1nonc1N,-0.7
O=C(c1ccc2nc[nH]c2c1)N1CCCCC(c2ccc(F)cc2)C1 (stereo not drawn),-10.0
COc1cc(NC(N)=Nc2nc(C)cc(C)n2)cc(OC)c1,-4.2
CC(C)c1ccc(CC(=O)Nc2nnc(CSc3ccccc3)o2)cc1,11.0

SMILES,SSB-PriA inh
O=C(NCc1ccc(Cl)cc1)N[C@H]1CCN(c2ccccn2)C1,-10.0
N#Cc1ccc(C=NNC(=O)CCc2ccc(S(=O)(=O)N3CCOCC3)cc2)cc1,1.9
Cc1ccc(CNC(=O)CSc2ccc(NC(=O)C3CC3)nn2)cc1,-8.0
COc1ccc(N(CC(=O)NN=Cc2ccc(OC)c(OC)c2)S(=O)(=O)c2ccccc2)cc1,7.8
Cc1cc(OC2CCNCC2)cc(=O)n1C,-9.0
O=C(/C=C/c1ccc2c(c1)OCO2)Nc1ccc2c(c1)OCO2,7.0
Cc1ccc(NS(=O)(=O)N2CCCCC2)c(C)c1,0.0
COc1ccc(CNC(=O)N2CCN(C[C@H](C)O)CC2)cc1OC,-5.0

SMILES,SSB-PriA inh
Cc1ccc(CNC(=O)c2ccc(Cn3c(=S)[nH]c4cc5c(cc4c3=O)OCO5)cc2)o1,-2.0
CC(Oc1ccccc1F)C(=O)N1CCN(c2ccc(-c3ccco3)nn2)CC1 (stereo not drawn),-11.0
CC(=NNC(=O)CNC(=O)c1ccncc1)c1ccco1,-4.4
COc1ccc(C(N)=NOC(=O)Oc2ccccc2)cc1,-7.6
COc1ccc(OC)c(S(=O)(=O)NN=C(C)c2c[nH]c3ccccc23)c1,-15.1
CCCCS(=O)(=O)NCCNc1cc(N2CCOCC2)nc(C)n1,4.0
O=[N+]([O-])c1cccc(NN=Cc2ccc(N3CCOCC3)cc2)c1,52.3*
COc1ccc2cc(C(=O)NCCn3nc(-c4ccccn4)n(C)c3=O)[nH]c2c1,-8.0

SMILES,SSB-PriA inh
COc1ccc2nc(Nc3nc4ccc(S(C)(=O)=O)cc4s3)sc2c1,-6.0
O=C(O)c1cccc(NCN2C(=O)c3ccccc3C2=O)c1,-1.0
CCN(C(=O)Cc1coc2ccc3ccccc3c12)c1cccc(C)c1,11.0
CCOC(=O)N1CCN(C(=O)Cc2cn(Cc3ccccc3)c3ccccc23)CC1,-12.0
O=C(c1ccc(OC(F)(F)F)cc1)N(Cc1ccsc1)C1CC1,-6.0
CCOc1ccc(-n2nnc3c(N4CCN(S(=O)(=O)c5cc(OC)ccc5OC)CC4)ncnc32)cc1,14.0
COc1ccc(S(=O)(=O)N2CCN(c3ccc(-c4ccccc4C)nn3)CC2)cc1C,-6.0
CN(C)CCn1c2c(c(SCC(=O)Nc3cccc(C(F)(F)F)c3)nc1=O)CCC2,-8.0

SMILES,SSB-PriA inh
O=C(NCCCn1ncccc1=O)c1cccc2ccccc12,2.0
COc1ccc(NC(=O)c2cc(=O)c3ccccc3o2)c2ccccc12,5.0
CCOC(=O)c1ccc(NC(=O)CSc2nc(-c3ccc(C)cc3)ns2)cc1,-7.0
Cc1cccc(NC(=S)NN=Cc2ccc([N+](=O)[O-])s2)c1,39.0*
Cc1ccc(N2CCN(N=Cc3sccc3C)CC2)cc1,13.8
O=C(NN=Cc1ccc(OCc2ccccc2)cc1)c1ccc(O)cc1,1.0
O=C(NN=Cc1cccnc1)c1ccc(F)cc1,-6.6
COc1ccc(CCNS(=O)(=O)c2c(C)c(C)cc(C)c2C)cc1OC,-16.0&-6.0

SMILES,SSB-PriA inh
O=C(Cc1ccc(F)cc1)NCCOc1ccc(-c2ccc(F)cc2)nn1,-11.0
CC(CCCO)=NNc1ccc([N+](=O)[O-])cc1[N+](=O)[O-],-1.3
O=C(CC(=O)N/N=C/c1ccc(O)cc1)N/N=C\c1ccc(O)cc1,-3.0
Cc1nn(-c2ccc(F)cc2)c(Cl)c1C=NNC(=O)c1cccc(S(=O)(=O)N2CCCC2)c1,10.3
O=C(CS(=O)(=O)c1ccc(F)cc1)Nc1ccccc1Oc1ccccc1,-6.0
CNC(=O)C(=O)Nc1cc(N2CCCS2(=O)=O)ccc1OC,-7.0
CCNc1nc(C)cc(NCCN)n1,-7.0
O=C(COc1ccc(Cl)cc1)N1CCN=C1SCc1c(F)cccc1Cl,-7.0

SMILES,SSB-PriA inh
Cc1[nH]c(=O)[nH]c(=O)c1CC(=O)NCc1ccc(F)cc1F,-12.0
O=C1CCCN1Cc1cn(C2CN(C(=O)C3(c4ccc(Cl)cc4)CCCC3)C2)nn1,-9.0
Cc1ccc(=O)n(C(C)C(=O)NCCc2c[nH]c3ccccc23)n1 (stereo not drawn),-6.0
Cc1ccc(NC(=O)Cn2nc(NC(C)C)c(-c3nc(-c4ccc(Cl)cc4)no3)c2N)c(C)c1,-11.0
O=C1c2c(O)ccc([N+](=O)[O-])c2C(=O)c2c(O)ccc([N+](=O)[O-])c21,17.0
Cc1ccccc1Cn1c(=S)[nH]c2ccccc21,31.0
Cc1cncn(CCNS(=O)(=O)Cc2cc(F)ccc2F)c1=O,-2.0
C#CC(C)(C)OCC(O)CN1CCN(c2ccc(OC)cc2)CC1 (stereo not drawn),-2.0

SMILES,SSB-PriA inh
COc1ccc(-n2ccnc(SCc3cccc(OC)c3)c2=O)cc1,-24.0
COc1ccc(Cl)cc1NC(=O)C(=O)NCC(c1cccn1C)N1CCCC1 (stereo not drawn),-12.0
O=C(Nc1nccs1)c1cc(N2C(=O)C3C4CCC(C4)C3C2=O)ccc1Cl (stereo not drawn),0.0
CCOC(=O)N1CCN(S(=O)(=O)c2ccc(C(=O)Nc3ccccc3-c3nc4ccccc4o3)cc2)CC1,-10.0
Cc1ccc(Cl)c2sc(NC(=O)CCS(=O)(=O)c3ccc(F)cc3)nc12,1.0
NC(=NOC(=O)COc1ccc(Cl)cc1Br)c1cccnc1,-8.3
COc1cccc(C(=O)N(CCN(C)C)c2nc3c(F)cc(F)cc3s2)c1,4.0
O=C(NCCOc1ccc2nnc(-c3ccccc3)n2n1)Nc1cc(Cl)ccc1Cl,-5.0

SMILES,SSB-PriA inh
Cc1ccc(C)c2sc(N3CCN(C)CC3)nc12,11.0
CN1CCN([C@@H](CNC(=O)c2cccs2)c2ccsc2)CC1,-4.0
O=C(COc1ccc(Cl)cc1)N1CCc2cnc(N3CCOCC3)nc2C1,-17.0
CCCCCCn1c(O)c(C=Nc2cccc(C(=O)OCC)c2)sc1=S,-7.0
CCOC(=O)c1ccc(NC(=O)CSc2nnc(CNC(=O)c3ccc(S(=O)(=O)N4CCCC4)cc3)n2-c2cc(OC)ccc2OC)cc1,-3.0
O=C(Nc1ccc(F)cc1)N1CCN(c2ccc(-c3ccco3)nn2)CC1,-2.0
COc1cc(/C=C(\C#N)c2nc(-c3cc4ccccc4oc3=O)cs2)cc([N+](=O)[O-])c1O,0.0
COc1cc(OC)c(OC)cc1/C=N\NC(=O)Cn1cnc2ccccc21,7.0

SMILES,SSB-PriA inh
COc1ccc2cc(CCNC(=O)COc3ccccc3)c(=O)[nH]c2c1,4.0
O=C(O)c1cc(I)ccn1,66.6*
O=C(Cc1cccc2ccccc12)N1CCOC[C@@H]1CO,-23.0
Cc1cc(=O)c2nncn2[nH]1,-19.0
CCC(=O)N1CCC2(CC1)OCCN2S(=O)(=O)c1ccc(C)cc1,-12.0
OC(Cn1nnc2ccccc21)Cn1c2ccccc2c2ccccc21 (stereo not drawn),-15.0
Cc1ccc(S(=O)(=O)N=C2NC(=O)/C(=C\c3ccccc3)S2)cc1,8.8
Cc1ccc(C(=O)NN=CC2=Cc3ccccc3OC2C)cc1 (stereo not drawn),-17.5
O=C(Cn1nc2c3cc(-c4ccc(F)cc4)nn3ccn2c1=O)Nc1ccccc1C(F)(F)F,-21.0
COc1ccc(/C=C2\SC(=S)N(CCCCCC(=O)N3CCCc4ccccc43)C2=O)cc1,-8.0
